Screening results from PubChem BioAssay.
mcGAS inh: mouse cGAS inhibition by luminescence; Q8C6L5; recombinant cGAS, Kinase-Glo ATP depletion luminescence; inhibition, % at 12.5 µM; hit rate 0.15% among 160,000; AID 1259399;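 further: 0% = negative control wells and 100% = reference inhibitor with no enzyme activity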
NPYLR7 agonist: activates Aedes aegypti NPYLR7 receptor | hit rate 0.15% among 270,000 | activation, % at 10 µM | HEK293T NPYLR7/Galpha15, GCaMP6s calcium fluorescence; in the data active means activation above about 40%;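 further: 0% = vehicle and 100% = reference agonist at the receptor; some compounds past the cut are filed as inactive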
hcGAS lum: inhibitors of human cGAS. Q8N884. recombinant h-cGAS, ATP depletion, Kinase-Glo luminescence. inhibition, % at 12.5 µM. hit rate 0.081% among 290,000. AID 1259398;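 further: 0% = vehicle reaction and 100% = reaction without DNA for no activity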
Target sequence (Q8N884 whole entry, looked up): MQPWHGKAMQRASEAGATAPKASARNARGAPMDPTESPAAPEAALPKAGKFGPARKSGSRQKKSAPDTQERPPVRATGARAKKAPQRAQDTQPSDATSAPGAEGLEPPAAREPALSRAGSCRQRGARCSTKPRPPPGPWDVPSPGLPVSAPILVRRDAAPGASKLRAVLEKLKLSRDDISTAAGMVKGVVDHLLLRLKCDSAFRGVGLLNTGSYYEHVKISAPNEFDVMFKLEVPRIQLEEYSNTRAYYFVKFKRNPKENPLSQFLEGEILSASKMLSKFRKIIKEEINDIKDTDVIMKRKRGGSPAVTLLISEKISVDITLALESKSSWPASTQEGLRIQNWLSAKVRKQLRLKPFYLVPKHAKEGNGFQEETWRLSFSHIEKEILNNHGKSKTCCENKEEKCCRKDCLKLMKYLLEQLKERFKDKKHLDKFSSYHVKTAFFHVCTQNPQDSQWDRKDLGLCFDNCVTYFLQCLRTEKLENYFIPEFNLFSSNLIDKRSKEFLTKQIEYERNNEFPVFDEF
* hit, by the source's call; . = not tested or not shown. Unless noted, no stated cut-off is given here; in the data, active means inhibition above about 40%; inactive means the rest.

SMILES,mcGAS inh,NPYLR7 agonist,hcGAS lum
CC(C)NC(=O)[C@@H]1C[C@H](N)CN1Cc1cc2c(cc1Cl)OCO2,.,-7,-2
CN(Cc1ccco1)S(=O)(=O)c1sc2c(c1C(=O)O)CCNC2,-3,3,4
Cc1cc(C(F)(F)F)c2c(=O)n(Cc3ccc(C(C)(C)C)cc3)n(C)c2n1,-15,4,-5
CCOc1ncccc1CNc1nc(-c2cccnc2)nc2c1CCNC2,.,-8,-2
Cc1cccc(CN2CCN(C(=O)C3CCOCC3)C(C)C2=O)c1 (centres undefined),-23,3,-7
OCC(O)CSc1ncc(-c2ccccc2)n1CC(F)(F)F (centres undefined),.,2,-3
COc1ccc(NC(=O)c2ccc(-n3nc(-c4ccc(OC)cc4)cc3N)cc2)cc1,-3,0,0
CCOc1ccc(-c2c(-c3ccccc3)ncn2Cc2cccnc2)cn1,-20,4,-5
O=c1ccc(-c2ccccc2)nn1CCCNS(=O)(=O)c1cccc(C(F)(F)F)c1,.,-3,-2
CCC(C)N(Cc1cccnc1)Cc1cccc(C)n1 (centres undefined),.,13,-4
COc1ccc(NC(=O)CCC(=O)N2CCc3ccccc3C2)cc1,.,-9,-6
CCN(CC)C(=O)Oc1ccc2c(ccn2Cc2ccccc2Cl)c1NC(=O)c1ccccc1OC,-7,1,-6
C=CCCC(=O)N1CCC2(CCCN(Cc3ccc(C(C)C)cc3)C2)C1 (centres undefined),.,5,-7
COc1ccc(C(=O)N(Cc2cc(NC(=O)c3cccs3)ccc2N(C)C)C(C)c2ccccc2)cc1 (centres undefined),-5,16,-12
CCOC(=O)c1ccc(S(=O)(=O)NC(C)c2ccc(C)o2)c(Br)c1 (centres undefined),.,13,5

Further compounds
SMILES,mcGAS inh,NPYLR7 agonist,hcGAS lum
O=S(=O)(c1ccccc1)N1CCSC1c1ccccc1 (centres undefined),.,4,0
Cc1csc2c(N3CCc4nnc(C5CCCO5)n4CC3)ncnc12 (centres undefined),-8,.,-4
COCC1CCCCN1Cc1nc(-c2ccc(C)o2)oc1C (centres undefined),.,6,-4
CCOc1cc2c(cc1CNCc1cc(Cl)c(OC(C)C)c(OC)c1)OC(C)C2 (centres undefined),.,1,-5
CCOC(=O)c1c(NC(=O)CCN2C(=O)c3ccccc3C2=O)sc2c1CCCCC2,-4,-5,-3
Cc1cccn2c(=O)nc(SCC(=O)Nc3ccc(C(N)=O)cc3)nc12,.,2,-11
COc1ccccc1N=C1SC(C(=O)Nc2ccc(C)c(Cl)c2)CC(=O)N1C (centres undefined),.,2,-2
CC(=O)Nc1ccc(CN2C(=O)C(C)ON=C2C2CC2)cc1 (centres undefined),.,-1,-3
O=C(Nc1nc(-c2cc3ccccc3oc2=O)cs1)c1ccccc1Br,.,-5,-3
CCC(=O)Nc1ccc(S(=O)(=O)NCCc2ccc3c(c2)CCCN3C)c(C)c1,.,11,-5
CC(Nc1ccc2c(c1)NC(=O)CO2)C(=O)N1CCC(Cc2ccccc2)CC1 (centres undefined),.,11,-6
Cc1ccccc1CSc1nnc(C(C)NC(=O)C(C)(C)CCl)n1-c1ccc([N+](=O)[O-])cc1 (centres undefined),-5,14,-4
CC(=O)N1CCc2cc(NC(=O)CN(C)C3CCc4ccccc43)ccc21 (centres undefined),.,0,-8
CCCN1CCC(Cc2noc(CCc3scnc3C)n2)CC1,-6,.,-11
COc1ccc(NC(=O)c2ccc(CSc3nnc(-c4cccs4)n3-c3ccccc3F)cc2)cc1,-4,5,-8

The list continues:
SMILES,mcGAS inh,NPYLR7 agonist,hcGAS lum
NC(=O)CN1CCC(C(=O)NCC[C@@H]2C[C@@H]3C=C[C@H]2C3)CC1,-6,.,-12
O=c1n(CN2CCN(c3ccccc3O)CC2)nc2ccccn12,-5,2,2
CC(=O)c1ccc(N2CCN(C(=O)c3ccc(F)cc3F)CC2)c(F)c1,-6,1,-6
O=C(CN1CN(c2ccccc2)C2(CCN(C(=O)Nc3ccc(F)cc3F)CC2)C1=O)N1CCCC1,0,-8,-1
CC(C)N(CC(=O)Nc1nc(CC(=O)NC2CC2)cs1)C(=O)c1ccc(Cl)cc1,-6,29,-6
CCC(C)(C)NC(=O)c1cnc(-c2ccccc2Cl)s1,.,1,-5
CSCCNC(=O)C1(C)CCN1C(=O)CCc1ccccc1 (centres undefined),-6,7,-6
CCc1nc2ccc(C(=O)Nc3cccc(NS(C)(=O)=O)c3)cn2c1N(C)CCN1CCOCC1,-2,19,-6
C/C(=N/NC(=O)CSCc1ccccc1Br)C(C)(C)C,.,-2,-4
COc1cccc(C(c2c(O)cc(C)n(Cc3cccnc3)c2=O)N2CCN(c3ccccn3)CC2)c1 (centres undefined),.,14,-7
COC(=O)c1ccc(CSc2nnc(-c3ccncc3)n2-c2cccc(C(F)(F)F)c2)o1,-5,-2,-1
CCn1cc(-c2c(-c3ccccc3)ncn2CCN(C)S(C)(=O)=O)cn1,-12,-4,-5
COc1cc2c(cc1OC)C(c1ccccc1)N(C(=O)c1ccc(-c3ccc4c(c3)OCCO4)s1)CC2 (centres undefined),-6,27,-4
CC(C)Cc1cc(NC(=O)N2CCC(NC(=O)c3ccsc3)CC2)n(C)n1,7,-3,10
CCCc1nnc2sc(COc3ccc(C)c(C)c3)nn12,-2,4,0

Record cards (already shown). Order of values: mcGAS inh	NPYLR7 agonist	hcGAS lum
Results for CCC(C)(C)NC(=O)c1cnc(-c2ccccc2Cl)s1 : .	1	-5
Results for COC(=O)c1ccc(CSc2nnc(-c3ccncc3)n2-c2cccc(C(F)(F)F)c2)o1 : -5	-2	-1
Results for CC(C)N(CC(=O)Nc1nc(CC(=O)NC2CC2)cs1)C(=O)c1ccc(Cl)cc1 : -6	29	-6
Results for CSCCNC(=O)C1(C)CCN1C(=O)CCc1ccccc1 (centres undefined) : -6	7	-6

Later entries:
SMILES,mcGAS inh,NPYLR7 agonist,hcGAS lum
CCCCCn1c(N2CCOCC2)nc2c1c(=O)n(CC(N)=O)c(=O)n2C,.,1,-10
CC(C)CNc1ccc2c(n1)C(=O)N([C@H](C)C(=O)N[C@H](C)c1ccccc1)C2,.,3,-13
CC(C)(C)c1ccc(-c2ccnc3nc(N4CCN(S(=O)(=O)c5ccc(F)cc5)CC4)nn23)cc1,-7,29,-2
Cc1ccccc1CN1CCC(CN(CC2CCCO2)C(=O)c2cscn2)CC1 (centres undefined),.,15,-5
Cc1ccccc1C(OCC(O)CN1C(=O)C2CCCN2C1=O)c1ccccc1 (centres undefined),.,-1,-4
CC(C)CCN1CCN(c2nc3c(c(=O)[nH]c(=O)n3C)n2Cc2ccc(Cl)c(Cl)c2)CC1,.,-8,3
Cc1ccsc1CN(C)C(=S)Nc1ccccc1F,.,-1,-4
COc1cc2c(cc1OC)CN(CCNS(=O)(=O)c1ccc(F)cc1C)CC2,.,1,-7
Cc1ccc(C(=O)N(C)C)cc1NCc1nnc(C(C)C)o1,.,6,-4
O=C(NCc1cccnc1Oc1ccc(F)cc1F)c1[nH]ncc1Cl,.,-4,5
CCN(CC)c1ccc(NC(=O)CCN2C(=O)c3cccc([N+](=O)[O-])c3C2=O)cc1,-6,-9,-5
CS(=O)c1nncn1-c1nc2cc(C(F)(F)F)ccc2s1 (centres undefined),-17,4,-4
CCOC(=O)c1ccc(NC(=O)C2=C(O)c3ccccc3S(=O)(=O)N2c2c(C)cccc2C)cc1,-6,5,8
CCOC(=O)c1c(NC(=O)c2cccs2)sc(C(=O)Nc2cccc([N+](=O)[O-])c2)c1C,2,-9,-3
COCCNC(=O)C1(C)CCCN(Cc2ccc(C)c3ccccc23)C1 (centres undefined),-3,3,-3

Continued:
SMILES,mcGAS inh,NPYLR7 agonist,hcGAS lum
CCc1ccc(CN(C)C(=O)[C@H](N)CC(C)C)nc1,.,-2,-2
O=C1OC(/C=C/c2cccc([N+](=O)[O-])c2)=NC/1=C\c1cccc2ccccc12,-4,4,-4
CCc1ccc(-c2cc3c(SCC(=O)Nc4ccccc4C)nccn3n2)cc1,-7,-1,-6
COc1ccc(C(=O)NCCc2cc3c(C)ccc(C)c3[nH]c2=O)cc1,-7,-1,-8
Cc1c(C)n2c3c(=O)n(CCC(C)C)c(=O)n(C)c3nc2n1C(C)C,.,3,-5
Cc1ncc([N+](=O)[O-])n1CCN1C(=O)CC[C@H](NC(=O)OC(C)(C)C)C1=O,-3,-6,-8
CCCNC(=O)CSc1nnc(-c2ccc(OCC)cc2)o1,.,-6,-7
Cc1ccc(OCCOCC(O)CNC(C)(C)CO)cc1C (centres undefined),-7,-9,-2
O=C(N1CCCCC1)N1CCc2c(nc(-c3ccccn3)[nH]c2=O)C1,-11,.,-7
CCCCc1nc(C(N)=O)c2[nH]c(=O)n(-c3ccccc3OCC)c2n1,.,10,-17
Cc1ccccc1CN1CCN2C(C(=O)Nc3ccc(-n4cccc4)cc3)=COC2=NC1=O,.,2,-11
CCN(CC)c1onc(-c2ccccc2)c1CN(Cc1ccccc1)C(=O)Cc1ccccc1,-5,3,-10
Nc1cc(N2CCN(C3CCN(Cc4ccccc4)CC3)CC2)nc(N)n1,-23,4,-6
Cc1cc([N+](=O)[O-])cc2sc(NC(=O)C3CCCCC3)nc12,-1,-13,-2
COCCN(CC(=O)N(CCc1c[nH]c2ccccc12)Cc1ccccc1OC)C(=O)Nc1cccc(Cl)c1Cl,-4,.,-6

Next section
SMILES,mcGAS inh,NPYLR7 agonist,hcGAS lum
Cc1ccc(S(=O)(=O)NC2CCN(c3ccccc3C(=O)N3CCN(C4CCCC4)CC3)CC2)cc1,-6,1,-5
CCN(Cc1ccccn1)C(=O)CNC(=O)c1c(F)cccc1Cl,.,11,-6
CC1(C(=O)Nc2cccc3c2CCCC3)CCN1C(=O)C1(c2ccccc2)CC1 (centres undefined),.,5,-10
CC(C)=CCN1CCN(Cc2cc(Cl)ccc2O)CC1CCO (centres undefined),.,-2,3
Cc1[nH]nc2ncc(C(=O)NCC(=O)N3CCCc4ccccc43)cc12,.,0,-4
COc1ccc(Cl)cc1CN1C(=O)CON=C1c1ccc(C)cc1,.,6,-1
Cn1ncc(N2CCC(CNC(=O)Cc3ccc(O)c(Cl)c3)C2)cc1=O (centres undefined),-11,6,-3
Cc1cc(C)n(-c2cc(NCCNC(=O)/C=C/c3ccccc3)nc(C)n2)n1,-2,-12,2
COCCN(Cc1ccc(OS(=O)(=O)c2ccc(NC(C)=O)cc2)cc1)C(=O)C(C)C,21,-5,-5
C=CCCC(=O)N1[C@@H](c2ccco2)[C@@H](C(=O)O)C[C@]12CCCCN(C)C2=O,-8,4,-1
CC1CCC(Oc2cc(CNCc3cnn(C)c3)ccn2)CC1 (centres undefined),.,8,-4
CCc1nc2n(n1)C(=O)C(C(c1cccs1)N1CCC(C)CC1)S2 (centres undefined),-9,11,-14
O=C1CC(c2ccc(O)c(O)c2)Oc2cc(O)cc(O)c21 (centres undefined),-1,-7,0
Cc1ccc2nc(N(CCN(C)C)C(=O)c3cc4ccccc4oc3=O)sc2c1,-1,-7,0
Cc1ccc(N=C(NOCc2cccc([N+](=O)[O-])c2)c2nonc2N)cc1,-9,-6,-5

(list continues)
SMILES,mcGAS inh,NPYLR7 agonist,hcGAS lum
C#CCNC(=O)C[C@@H]1CCN(C(=O)N2CCOCC2)C[C@@H]1CC,-9,-8,-8
CN(C)c1nc2c(c(=O)[nH]1)CCN(C(=O)[C@H]1CCCN1)C2,.,-5,-6
Cc1nc(-c2ccccc2)ncc1C(=O)N1CCCC2(CC1)CNC(=O)O2 (centres undefined),-17,13,-11
Cc1cnc(C(=O)NNc2ccnc3cc(Cl)ccc23)cn1,.,6,0
COc1ccc(Cl)c(CN2CCCC(CNC(C)=O)C2)c1F (centres undefined),.,0,5
O=C(c1cccc(Cl)c1)N1CCN(c2cc(Oc3ccc(Cl)cc3)ncn2)CC1,-7,-12,-5
CNC(=O)c1cncc(/C=C/C(=O)NCCOC2CCCCC2C)c1 (centres undefined),.,4,-4
CC(C)OC(=O)C1=CN(C(=O)c2ccc(F)c(F)c2)CC(C)(C)c2c1[nH]c1ccccc21,-11,3,-7
c1ccc2sc(Nc3nc4cc5c(cc4s3)OCO5)nc2c1,-1,3,2
O=C(CCC(=O)N1CCC(N2CCCCC2)CC1)NC1CCCCCCC1,-3,9,-6
CCOC(=O)C1(C/C=C/c2ccccc2)CCCN(C(=O)C(=O)c2ccco2)C1 (centres undefined),-10,-4,-10
Cc1ccc(N2CCC(N3CCCC(C(=O)N4CCCC4)C3)CC2)nn1 (centres undefined),-11,1,-7
CCc1nc2c(OCc3ccc(OC(F)F)cc3)cccn2c1N(C)C(=O)c1ccco1,2,-15,2
N#Cc1c(F)cccc1N1CCN(c2ccccc2O)CC1,.,-6,-11
CC(C)c1nc(N2CCN(C(=O)c3cccc(C(F)(F)F)c3)CC2)c2c3c(sc2n1)CCCC3,-3,-7,-1
CCSc1nc(N2CCOCC2)c2cnn(CCNC(=O)Cc3cccs3)c2n1,-6,-2,5
CCc1cc(-c2cccc(NC(C)=O)c2)nc(N2CCOCC2)n1,.,2,-5

Arranged by length of the SMILES (low to high): 3 of the compounds above.
SMILES,mcGAS inh,NPYLR7 agonist,hcGAS lum
c1ccc2sc(Nc3nc4cc5c(cc4s3)OCO5)nc2c1,-1,3,2
Cc1ccc(N2CCC(N3CCCC(C(=O)N4CCCC4)C3)CC2)nn1 (centres undefined),-11,1,-7
CC(C)OC(=O)C1=CN(C(=O)c2ccc(F)c(F)c2)CC(C)(C)c2c1[nH]c1ccccc21,-11,3,-7
